High-throughput results deposited in PubChem by National Center for Advancing Translational Sciences (NCATS).
Mito fusion yeast = qHTS Assay for Small Molecule Inhibitors of Mitochondrial Division or Activators of Mitochondrial Fusion. S. cerevisiae fusion-defective mutant growth rescue, CellTiterGlo 48 h. Potency, µM (top dose mostly 46.1 µM), for the others: top-dose growth rescue (activation), usual class: activators. 320,000 tested, 0.23% active;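 note: potency is the fitted concentration of half-maximal effect; % of control where 0% means no effect; nearly all actives have a fitted effect of over 45% in size; temperature-sensitive fusion mutants such as fzo1-1 at 37 °C on non-fermentable ethanol glycerol medium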
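Temperature-sensitive fusion-defective S. cerevisiae (e.g. fzo1-1, mgm1-5) were grown with compound in YPEG medium (3% ethanol, 3% glycerol) for 48 hours at 37C. Growth rescue was measured as viability by CellTiterGlo luminescence after 10 minutes at ambient.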
Tb PFK block = qHTS Assay to Find Inhibitors of T. brucei phosphofructokinase | T. brucei PFK, ADP-Glo luminescence | Potency, µM (series often up to 57.5 µM), inactives show top-dose activity, negative = inhibition, hits mostly inhibitors | 330,000 tested, 0.17% active;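 note: potency is the fitted concentration of half-maximal effect; 0% = uninhibited 1x PFK enzyme wells and -100% = no-enzyme wells; nearly all actives have a fitted effect of over 60% in size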
Target sequence (O15648 whole entry, looked up): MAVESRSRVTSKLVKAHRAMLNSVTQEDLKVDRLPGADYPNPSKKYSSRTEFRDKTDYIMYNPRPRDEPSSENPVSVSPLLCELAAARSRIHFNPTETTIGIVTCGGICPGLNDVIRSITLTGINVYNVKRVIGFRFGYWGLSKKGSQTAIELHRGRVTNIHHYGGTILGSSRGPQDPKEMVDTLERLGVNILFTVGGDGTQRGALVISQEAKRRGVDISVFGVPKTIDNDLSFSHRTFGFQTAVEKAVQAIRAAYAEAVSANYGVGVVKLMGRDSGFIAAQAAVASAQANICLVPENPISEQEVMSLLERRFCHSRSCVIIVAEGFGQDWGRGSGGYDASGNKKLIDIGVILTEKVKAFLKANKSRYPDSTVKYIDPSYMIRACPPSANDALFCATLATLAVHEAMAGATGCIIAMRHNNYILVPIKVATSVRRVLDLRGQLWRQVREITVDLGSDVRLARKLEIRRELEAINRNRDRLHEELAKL
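In TEA buffer at pH 8.0 with 5 mM MgCl2, enzyme (1.25 nM) converted F6P (0.5 mM) and ATP (0.1 mM) for 45 min at room temperature. ADP product was read by luciferase luminescence.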
Chronic BCR inh = qHTS Assay to Find Inhibitors of Chronic Active B-Cell Receptor Signaling; Potency, µM (top dose mostly 46.1 µM), for inactives: at the top dose ratio change, negative = lower green/red ratio, actives largely listed as inhibitors; ABC-DLBCL IkBa-CBG/CBR reporter, luminescence ratio, 4 h; 340,000 tested, 0.05% active; active = well fitted inhibition curve with a large enough effect in the signal ratio, with a control signal flat, not every such curve was filed as active; inconclusive = small, poorly fitted or top-dose-only effect, or effect the other way, or a change in a side signal; the % refers to the signal ratio;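 note: potency is the fitted concentration of half-maximal effect; plate controls were basal doxycycline-induced cells for no effect and cells given 10 µM MG132 for full effect; MG132 reads +100%, hits lower the ratio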
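TMD8 human ABC-DLBCL cells with doxycycline-inducible IκBα–green luciferase fusion and unfused red luciferase, in 0.5% FBS medium; compounds up to 46 uM, 4 h at 37C. Green/red luminescence ratio, filter-overlap corrected, fitted to concentration-response curves.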
uPA surface inh = qHTS for Inhibitors of Cell Surface uPA Generation | Potency, µM (highest dose often 38.3 µM), for inactives: at the top dose activity change, negative = inhibition, actives largely listed as inhibitors | 330,000 tested, 0.31% active | AID 540303, 2011 | cell surface uPA generation assay, qHTS; active = well fitted inhibition curve with a large enough effect; inconclusive = small, poorly fitted or top-dose-only effect; inactive = no such curve, though single readings can be large or run the other way; tested in mouse RAW 264.7 cells; note: potency is the fitted concentration of half-maximal effect; % is set by controls: 0 for no effect and ±100 for the full control effect; nearly all actives have a fitted effect of over 55% in size
B2AR arrestin = qHTS assay of beta-arrestin-biased ligands of beta2-adrenergic receptor | Beta-2 adrenergic receptor (Homo sapiens), P07550 | beta-arrestin recruitment to beta2AR, cell-based reporter | Potency, µM (doses to about 46.1 µM), for inactives: at the top dose activation, hits mostly activators | 330,000 tested, 0.02% active | AID 492947, 2010;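 note: potency is the fitted concentration of half-maximal effect; 0% = DMSO controls and full agonism = EC100 isoproterenol or metaproterenol; nearly all actives have a fitted effect of over 65% in size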
TSG101-PTAP inh = qHTS Assay for Iinhibitors of HIV-1 Budding by Blocking the Interaction of PTAP/TSG101; Potency, µM (top dose mostly 115 µM), for the others: at the top dose activity change, negative = inhibition, hits mostly inhibitors; 340,000 tested, under 10 active; Fluorescence polarization, FITC-PTAP peptide / Tsg101 binding; Tumor susceptibility gene 101 protein (Homo sapiens), Q99816; active = well fitted inhibition curve with a large enough effect in the main read-out, with a control signal flat, not every such curve was filed as active; inconclusive = small, poorly fitted or top-dose-only effect, or effect the other way, or a change in a side signal; inactive = no such curve, though single readings can be large or run the other way; note: potency is the fitted concentration of half-maximal effect; % of control where 0% means no effect
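FP read-out: FITC-PTAP peptide, 50 nM final, binding Tsg101 binding domain, 10 uM final; 20 min, r.t.; 10 mM HEPES pH 7.5, 0.15 M NaCl, 0.01% Tween 20, 3 mM EDTA, 0.1 mM TCEP.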
TCR activator = Activators of T cell receptors: qHTS campaign. primary human leukocytes, anti-CD3, IL-2 HTRF, 48 h. 330,000 tested, under 10 active. Potency, µM (titrated, usually from 9.22 µM), inactives show at the highest dose activation of IL-2 secretion, most hits filed as activators; note: % of control where 0% means no effect
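Compounds are tested in HTS on primary human leukocytes co-incubated with a-CD3 beads for 48 hr. IL-2 output is measured by time-resolved FRET.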
Eya2 phos inh = qHTS Assay for Inhibitors of the Phosphatase Activity of Eya2. Potency, µM (highest dose often 76.9 µM), for the others: at the highest dose activity, negative = inhibition, most hits filed as inhibitors. Protein phosphatase EYA2 (Homo sapiens), O00167. recombinant Eya2, OMFP fluorescence dephosphorylation (OMFP is methylfluorescein phosphate). AID 488837, 2010. 330,000 tested, 0.006% active; note: potency is the fitted concentration of half-maximal effect; % is set by controls: 0 for no effect and ±100 for the full control effect
Target sequence (O00167 whole entry, looked up): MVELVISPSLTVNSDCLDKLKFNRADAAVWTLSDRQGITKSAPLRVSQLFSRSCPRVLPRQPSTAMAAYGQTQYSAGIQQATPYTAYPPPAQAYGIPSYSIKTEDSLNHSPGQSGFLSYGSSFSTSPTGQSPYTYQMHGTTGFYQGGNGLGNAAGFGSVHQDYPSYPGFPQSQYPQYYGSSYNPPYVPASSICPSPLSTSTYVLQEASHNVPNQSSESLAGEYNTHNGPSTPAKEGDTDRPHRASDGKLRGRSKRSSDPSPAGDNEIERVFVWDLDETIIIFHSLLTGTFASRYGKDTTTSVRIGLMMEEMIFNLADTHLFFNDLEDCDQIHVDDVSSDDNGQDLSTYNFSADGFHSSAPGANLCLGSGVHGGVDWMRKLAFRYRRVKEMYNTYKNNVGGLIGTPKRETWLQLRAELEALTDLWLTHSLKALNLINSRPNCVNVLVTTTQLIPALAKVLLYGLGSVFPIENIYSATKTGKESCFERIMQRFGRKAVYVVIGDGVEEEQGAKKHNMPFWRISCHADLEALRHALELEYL
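Eya2 protein (added as 0.2 uM solution) was preincubated with compound for 10 min at ambient temperature in 50 mM HEPES pH 7.5, 50 mM NaCl, 5 uM MgCl2, 0.05% BSA, 1 mM DTT. OMFP (added at 50 uM) then reacted 10 min; fluorescence read at 485/525 nm.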
USP2a inh = qHTS Assay for Inhibitors of Ubiquitin-specific Protease USP2a Using CHOP2 as the Reporter; Ubiquitin carboxyl-terminal hydrolase 2 (Homo sapiens), O75604; USP2 core, Ub-CHOP2 coupled fluorogenic reporter, 485/531; Potency, µM (series often up to 38.3 µM), for the others: at the highest dose activity change, negative = inhibition, usual class: inhibitors; 330,000 tested, 0.01% active; AID 463254, 2010;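 note: potency is the fitted concentration of half-maximal effect; plate controls were DMSO wells for no effect and full inhibition by NEM control for full effect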
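Deubiquitinase activity read as fluorescence (485/531 nm) after Ub-CHOP2 cleavage activates the enterokinase reporter on its substrate; USP2 core 10nM, Ub-CHOP2 and substrate 25nM each, 30min compound preincubation then 60min RT; data normalized to NEM, curves fitted.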
ELG1 repair inh = qHTS screen for small molecules that inhibit ELG1-dependent DNA repair in human embryonic kidney (HEK293T) cells expressing luciferase-tagged ELG1; Potency, µM (titrated, usually from 46.1 µM), for the others: top-dose activity change, negative = inhibition, hits mostly inhibitors; 330,000 tested, 2.3% active; HEK293T ELG1-luciferase reporter, luminescence, 16 h; DNA damage induced by 5-fluorouridine; note: potency is the fitted concentration of half-maximal effect; % is set by controls: 0 for no effect and ±100 for the full control effect; nearly all actives have a fitted effect of over 55% in size
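HEK293T cells expressing luciferase-tagged ELG1 (2,000/well) received 5-Fluorouridine plus compound or DMSO for 16 hr at 37 °C. Luciferase was read by ONE-Glo luminescence after 30 min at room temperature.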
TSHR antag = Antagonists of the Thyroid Stimulating Hormone Receptor: HTS campaign. Thyrotropin receptor (Homo sapiens), P16473. 330,000 tested, 0.2% active. AID 504810, 2011. activity change, negative = inhibition, % at 11.5 µM. TSHR-expressing cells, TSH-stimulated cAMP HTRF, 2 h; active compounds read low;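 active = activity change below a set negative limit, meaning inhibition stronger than a set level, cut at about -70% in these data; inconclusive = activity change between two set negative limits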; note: % is set by controls: 0 for no effect and ±100 for the full control effect
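Cell-based HTRF cAMP assay; TSHR cells + compound, TSH EC80 (4nM final), 2 h, 37 deg C. Lysis with anti-cAMP cryptate and cAMP-d2, 30 min RT, read 665/620 nm.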
* marks the source's active call; other numbers are inactive results; u = inconclusive; x = no result given; [ ] = remark or other dose. Unless noted, calls come from the whole dose curve; as a rule, active = well fitted curve in the direction sought with a large enough effect; inconclusive = small, poorly fitted or top-dose-only effect, or another doubt; inactive = no such curve, though single readings can be large; an effect the other way counts as inactive or inconclusive.

SMILES | Mito fusion yeast | Tb PFK block | Chronic BCR inh | uPA surface inh | B2AR arrestin | TSG101-PTAP inh | TCR activator | Eya2 phos inh | USP2a inh | ELG1 repair inh | TSHR antag
Clc1ccc2nc(CSc3ncn[nH]3)cn2c1 | 4% | 0% | -3% | 2% | -0.8% | -1% | 7% | -3% | -19% | u | -6
O=C(c1ccc(-n2cncn2)c([N+](=O)[O-])c1)N1CCN(S(=O)(=O)c2c(F)cccc2F)CC1 | -1% | -3% | 0% | 2% | 0.0% | -1% | 9% | 25% | -4% | 6% | 2
CCc1ccc(C(=O)NNC(=O)C2CC(=O)N(c3ccc4c(c3)OCCO4)C2)cc1 (configuration not stated) | -8% | -2% | -6% | -5% | 0.2% | -7% | -1% | 3% | 3% | 9% | 6
CCCCC(=O)Nc1nn(C)c2nc3c(C)cccc3cc12 | -2% | 3% | 12% | 1% | -0.1% | -1% | -2% | -2% | 0% | 7% | x
COc1ccc(N2CCN(C(=S)Nc3cccc(OC)c3)CC2)cc1 | -3% | 0% | 2% | -4% | -0.4% | -1% | -11% | -6% | 1% | 5% | -1
O=C(C1CCN(C2CCN(CC3CC=CCC3)CC2)CC1)N1CCOCC1 (configuration not stated) | 2% | -2% | 3% | -6% | -1.5% | -4% | 2% | -2% | 3% | 3% | -1
CSC1=N/C(=C\c2ccccc2)C(=O)N1C | -1% | 4% | u | x | -0.1% | -7% | 0% | -15% | 2% | 13% | -18
Cc1ccc(-n2c(=O)[nH]c3c(C(N)=O)nc(CC(C)C)nc32)cc1 | -4% | -2% | u | -7% | 0.1% | 1% | 4% | 2% | -1% | 1% | 12
Nc1cc(-c2ccccc2)nn1S(=O)(=O)c1ccc(Br)cc1 | 2% | 2% | u | -2% | -0.1% | 1% | 2% | 1% | -10% | 5% | -8
O=C(NCC1CCN(Cc2cccc(Cl)c2)CC1)Nc1ccccc1Cl | -7% | -19% | -3% | 2% | 0.4% | -5% | -7% | -6% | 0% | -6% | -1
CCOc1ccccc1NC(=O)C1=C(C)NC(=S)NC1c1cccs1 (configuration not stated) | 5% | -7% | -5% | 5% | -0.2% | -1% | 0%[46.1 µM] | 4% | 4% | u | 14
O=C(CCS(=O)(=O)c1cccc2nsnc12)NCc1ccccc1 | -1% | -5% | -5% | -1% | -0.4% | -6% | -3%[46.1 µM] | -2% | 1% | -13% | -7
O=S(=O)(Nc1cccc2c1CCCC2)c1cccc(C(F)(F)F)c1 | -10% | -5% | u | -2% | -1.2% | -2% | 4%[46.1 µM] | -31% | -4% | -9% | -3
COC(=O)c1cc(C(=O)Cc2ccccc2)c[nH]1 | -4% | -3% | 6% | x | -0.1% | x | x | 14% | 8% | u | 5
O=C(c1ccco1)N1CCN(C(=O)c2cc3cc([N+](=O)[O-])ccc3oc2=O)CC1 | -4% | 1% | u | -3% | -0.3% | 0% | 1% | 1% | 1% | 2% | -1
O=C(Cc1ccccc1)N/N=C/c1cc(Br)cs1 | 2% | 0% | u | 4% | -0.4% | 0% | x | 11% | -3% | u | 39
C=CCNC(=O)COC(=O)c1ccc(C)c(NC(=O)c2ccco2)c1 | -7% | 1% | 2% | 6% | 0.6% | 0% | 4% | 6% | 9% | 11% | 18
CC(=O)c1cccc(S(=O)(=O)NC(C)C2CC3CCC2C3)c1 (configuration not stated) | -1% | -15% | 6% | 0% | -0.7% | -1% | -5% | -15% | -4% | -7% | 8
CCC(C)Sc1ccc(-c2nc3cnccn3c2NC2CCCCC2)cc1 (configuration not stated) | 19% | -1% | u | 18% | -1.0% | x | -8% | -10% | 0% | u | -24
Cc1cc(C)n(S(=O)(=O)c2ccc3oc(=O)ccc3c2)n1 | 14% | -1% | -7% | -4% | -0.4% | -1% | -4% | -3% | 0% | 9% | 5
O=C(CCc1ccc(S(=O)(=O)N2CCOCC2)cc1)N1CCc2ccccc2C1 | -2% | 1% | 9% | 0% | 0.0% | -1% | -1% | 14% | 0% | 1% | -11
CN(C)c1ccc(NC(=O)CSc2nnc(-c3ccco3)c(-c3ccco3)n2)cc1 | -1% | 13% | -2% | 0% | 0.2% | -1% | -3% | -12% | 1% | u | 2
O=C1C(C=NCCCN2CCCC2=O)=C(O)c2ccccc21 | -1% | 3% | 4% | -7% | -1.1% | -6% | 2% | -2% | -2% | u | 4
CC(=O)Nc1nc(=S)ss1 | 5% | -2% | 8% | 0% | -0.4% | 1% | -1% | 8% | -1% | 0% | 10
O=C(O)c1cc(NC(=O)c2cccc(N3C(=O)c4ccccc4C3=O)c2)cc(C(=O)O)c1 | 3% | 23% | 0% | 6% | -0.5% | -6% | 5% | -1% | 0% | 10% | 3
CCOc1cc(CNCc2ccncc2)cc(Br)c1OCc1ccccc1F | -6% | -4% | 2% | -6% | -0.3% | -1% | -1% | -1% | -8% | -23% | -15
O=C(c1nnc(-c2ccccc2)o1)C1CC1 | -5% | 1% | u | -6% | -0.4% | 0% | 8% | 9% | 1% | u | 0
COc1ccccc1N1CCN(C(=O)CSc2nc(-c3ccccc3)cc(=O)[nH]2)CC1 | -1% | -1% | 7% | -9% | -0.7% | -8% | 2% | -28% | 4% | u | -23
Cc1ccccc1NC(=O)C1CC(=O)n2ncnc2N1 (configuration not stated) | -4% | 6% | u | 8% | -1.1% | -3% | -6% | 17% | -1% | 0% | -6
Cc1cc(C(=O)CS(=O)(=O)c2ccccc2)cc(C)c1O | -91%[inhibitor] | -8% | -6% | 0% | 0.2% | -4% | 0% | 0% | 5% | 0% | -5
Nc1cc(Nc2ccccc2)ccn1 | 0% | -1% | 8% | 1% | 3.3% | -1% | -3% | -10% | 1% | -11% | -6
CC1=CC(C)(C)N=C(Nc2ccc(C)cc2)S1 | -10% | -7% | 4% | -27% | 0.1% | -7% | 5% | 1%[15.4 µM] | 0% | u | -1
CC(C)(C)NC(=O)C(=O)NCCC1=CCCCC1 | -2% | 1% | -2% | 3% | -0.7% | -1% | -8%[46.1 µM] | -11% | -7% | u | 4
COc1ccc(S(=O)(=O)N2CCCC2CNC(=O)C(=O)NCc2ccco2)cc1 (configuration not stated) | 2% | 4% | u | -2% | 0.8% | 0% | x | -2% | 1% | -6% | 7
O=C(c1cccc(S(=O)(=O)NCc2ccccc2)c1)N1CCN(c2ccc(F)cc2)CC1 | 13% | -14% | 0% | 8% | -0.7% | -7% | -2% | -3% | 0% | u | -4
CC(C)CNS(=O)(=O)c1ccc(CCC(=O)NCC2CCCO2)cc1 (configuration not stated) | 1% | -10% | 1% | 4% | -0.1% | -7% | 4% | 2% | 0% | 21% | 12
c1ccc2c(c1)nc1n2CN(Cc2ccc3c(c2)OCO3)CN1 | -3% | 2% | -7% | x | -0.3% | -7% | 2% | -4% | 0% | 11% | 6
O=C(C1CC(=O)N(C2CCCC2)C1)N1CCN(c2cccc(Cl)c2)CC1 (configuration not stated) | -2% | -28% | 5% | -24% | -1.1% | -1% | 1% | 2% | 4% | 9% | -2
COCC(C)N1C(=O)Cc2c1nc(N)c1c(N)nc(N3CCN(c4ccccc4F)CC3)c(C#N)c21 (configuration not stated) | -2% | -4% | 6% | 2% | 0.1% | -6% | 4% | -5% | 2% | 21µM* | -8
Cc1sc(NC(=O)c2ccco2)nc1-c1ccc2c(c1)CC(C)N2C(=O)C1CC1 (configuration not stated) | u | 1% | u | x | 0.1% | -3% | -1% | -3% | -1% | 15µM* | -37
Cc1cc(=O)[nH]c(N/N=C/c2ccc([N+](=O)[O-])cc2)n1 | -2% | 0% | -1% | x | -0.1% | x | x | -6% | 2% | 14% | -4
